MC4R antag cAMP: blocks human MC4R cAMP signaling; P32245; MC4R-expressing cells, MTII-stimulated cAMP, LANCE TR-FRET; inhibition, % at 6.5 µM; 0.48% of 360,000 active; AID 540295;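 active = inhibition above its plate's cutoff, the mean of tested wells on that plate plus 3 SD, cut at about 29% in these data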;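 note: 0% = Melanotan II alone and 100% = Melanotan II plus saturating MCL0020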
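Assay system: human MC4R-expressing U2OS cells; reagent: Melanotan II stimulation of cells; dosing: 6.5 µM single dose; timing: compound 30 min, challenge 1 h, detection 1 h; signal: TR-FRET cAMP assay; replicates: one well per compound, no replicates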
ABHD5-PLIN5 inh: inhibitors of human ABHD5-perilipin-5 interaction; AID 602281; inhibition, % at 4 µM; Split G. princeps luciferase complementation, luminescence, 4 h; 0.78% of 360,000 active;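 active = inhibition above the mean inhibition across every tested compound plus 3 SD, cut at about 22% in these data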;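 note: 0% = DMSO only wells and the 100% control is not disclosed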
NR5A2 inv ag: inverse agonists of human LRH-1 (NR5A2). AID 602396. O00482. 0.13% of 360,000 active. inhibition, % at 3.6 µM. HEK293T StAR-luciferase reporter, LRH-1 transfected, 24 h;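 active = inhibition above the mean inhibition of all tested compounds plus 3 SD, cut at about 73% in these data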;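 note: 0% = DMSO wells and 100% = reporter-only cells lacking LRH-1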
NOD2-RIPK2 inh: NOD2-RIPK2 protein interaction inhibition; inhibition, % at 4.98 µM; 0.38% of 360,000 active; O43353; CHO BLA complementation NOD2-RIPK2, CCF4 ratio; in the data active = inhibition above about 21%;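 note: 0% = vehicle only and 100% = reference blocker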
Target sequence (O43353 whole entry, looked up): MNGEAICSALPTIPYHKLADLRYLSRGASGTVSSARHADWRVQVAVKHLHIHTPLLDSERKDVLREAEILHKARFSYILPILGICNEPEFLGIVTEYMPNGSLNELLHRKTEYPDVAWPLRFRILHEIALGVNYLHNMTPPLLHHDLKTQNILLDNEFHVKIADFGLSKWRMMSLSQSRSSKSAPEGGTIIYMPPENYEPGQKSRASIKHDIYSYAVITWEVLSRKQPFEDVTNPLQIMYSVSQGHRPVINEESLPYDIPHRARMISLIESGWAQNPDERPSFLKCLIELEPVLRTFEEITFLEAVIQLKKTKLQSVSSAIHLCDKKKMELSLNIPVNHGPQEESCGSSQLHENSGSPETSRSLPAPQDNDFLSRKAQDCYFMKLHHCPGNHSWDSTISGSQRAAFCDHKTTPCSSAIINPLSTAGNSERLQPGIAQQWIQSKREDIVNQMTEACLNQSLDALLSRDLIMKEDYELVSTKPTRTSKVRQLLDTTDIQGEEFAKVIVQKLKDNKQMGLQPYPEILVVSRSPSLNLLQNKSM
TLR9-MyD88 inh: blocks human TLR9 binding to MyD88 | CHO BLA complementation TLR9-MyD88, CCF4 FRET ratio | 0.21% of 340,000 active | inhibition, % at 4.98 µM | Q9NR96+Q99836;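 active = inhibition above the mean over all tested compounds plus 3 SD, cut at about 21% in these data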;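 note: 0% = DMSO only wells and 100% = clavulanate BLA inhibitor control wells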
MC4R ag barr: human MC4R agonism via beta-arrestin. P32245. U2OS MC4R beta-arrestin complementation, luminescence; percent of melanotan II response, DMSO zero. activation, % at 8.9 µM. 0.98% of 360,000 active. AID 540308;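 active = activation above a per-plate cutoff, the mean activation of sample wells on that plate plus 3 SD, cut at about 8% in these data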
COUP-TFII inh: blocks human COUP-TFII nuclear receptor; P24468; HEK293T NGFI-A luciferase reporter, luminescence; inhibition, % at 8.6 µM; 0.7% of 370,000 active;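 active = inhibition above a per-plate cutoff, mean inhibition of test wells between control levels plus 3 SD, cut at about 38% in these data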;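 note: cells cotransfected with COUP-TFII expression vector driving the NGFI-A reporter; 0% = median of COUP-TF2 test wells and 100% = reporter-only cells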
Target sequence (P24468 whole entry, looked up): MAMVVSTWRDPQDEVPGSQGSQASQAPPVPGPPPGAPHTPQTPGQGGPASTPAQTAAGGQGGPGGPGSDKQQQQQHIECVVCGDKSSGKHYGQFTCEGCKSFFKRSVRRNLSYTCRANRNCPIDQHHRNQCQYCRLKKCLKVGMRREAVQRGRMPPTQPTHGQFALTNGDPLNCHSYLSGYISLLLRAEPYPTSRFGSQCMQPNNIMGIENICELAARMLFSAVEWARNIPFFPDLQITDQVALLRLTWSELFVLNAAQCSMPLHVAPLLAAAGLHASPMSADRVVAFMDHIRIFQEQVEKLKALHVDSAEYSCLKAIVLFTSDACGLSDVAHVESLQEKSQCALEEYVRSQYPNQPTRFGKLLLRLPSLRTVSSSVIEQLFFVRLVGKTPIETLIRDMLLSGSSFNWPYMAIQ
NCOA2 inhibitor: inhibits human steroid receptor coactivator 2; HEK293 GAL4-SRC2 luciferase reporter, luminescence; AID 651957; Q15596; 0.17% of 370,000 active; inhibition, % at 9 µM;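 active = inhibition above the mean inhibition of all tested compounds plus 3 SD, set per campaign, cut at about 52% in these data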;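 note: 0% = DMSO treated cells and 100% = cells given Gossypol at 36 µM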
SRC1 inh: human NCOA1 inhibition. HEK293 GAL4-SRC1 luciferase reporter, luminescence. AID 588354. inhibition, % at 3.6 µM. 0.12% of 360,000 active;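 active = inhibition above the campaign mean plus 3 SD, with each screening campaign given its own cutoff, cut at about 60% in these data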;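 note: 0% = DMSO treated cells and 100% = gossypol at 36 µM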
EBV LMP1 NFkB: Epstein-Barr LMP1 NF-kappaB reporter inhibition. 0.69% of 350,000 active. LMP1-induced NF-kappaB luciferase reporter cells, luminescence. inhibition, % at 12.5 µM; in the data active = inhibition above about 41%;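 note: 0% = neutral control wells and 100% = reference inhibitor control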
SRC3 inh: inhibitors of human steroid receptor coactivator 3 (SRC3). AID 588352. 0.17% of 360,000 active. Q9Y6Q9. inhibition, % at 3.6 µM. HEK293 GAL4-SRC3 luciferase reporter, luminescence;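 active = inhibition above a per-campaign cutoff, the mean of all compounds plus 3 SD, cut at about 60% in these data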;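 note: 0% = DMSO-treated cells and 100% = gossypol-treated cells at 36 µM; higher means less SRC3-driven luciferase light from the GAL4 reporter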
Starred values were filed as active, the others as inactive; . = not tested or not shown. A portion of the library; rates above refer to the full screens.

SMILES | MC4R antag cAMP | ABHD5-PLIN5 inh | NR5A2 inv ag | NOD2-RIPK2 inh | TLR9-MyD88 inh | MC4R ag barr | COUP-TFII inh | NCOA2 inhibitor | SRC1 inh | EBV LMP1 NFkB | SRC3 inh
CCN1C(=O)C(=O)N(CC(=O)N2CCC(C)Sc3ccccc32)C1=O (configuration not stated) | 1 | 2 | 20 | -2 | 0 | -1.3 | 13 | 17 | -10 | -3 | 11
O=C(OCc1cncs1)c1ccccc1 | 6 | -8 | 10 | 0 | 16 | 0.2 | -13 | -11 | -2 | -6 | -12
Cc1ccc(CC(=O)N2CC(C)OC(C)C2)cc1 (configuration not stated) | 8 | -5 | 9 | -3 | 0 | -2.2 | 12 | 11 | -3 | -2 | 4
O=C(N/C(=C/c1ccc(Br)cc1)C(=O)N1CCCCC1)c1ccccc1F | 4 | -2 | -2 | -9 | 9 | -2.0 | 13 | 9 | 6 | -6 | -13
NC(c1csc(NC(=O)Nc2ccccc2Cl)n1)C1CCCCC1 (configuration not stated) | 13 | -1 | 6 | -4 | . | 4.5 | -3 | 10 | 11 | . | -7
CC1CC(C)CN(C(=O)/C(=C\c2ccccc2)c2ccccc2)C1 (configuration not stated) | -6 | 13 | 5 | 2 | 5 | 6.6 | 8 | -6 | 17 | 7 | 22
CC(C)CN1CCN(Cc2nc3ccccc3s2)CC1CCO (configuration not stated) | -3 | -9 | 0 | -5 | -6 | -0.1 | 7 | 13 | -54 | -9 | 10
NS(=O)(=O)c1ccc(CNC(=O)CCSCCC(=O)NCc2ccc(S(N)(=O)=O)cc2)cc1 | 13 | -5 | -10 | -6 | -13 | -2.4 | -17 | 15 | -8 | 1 | -1
COc1ccc2sc(N(CCCN(C)C)C(=O)c3ccc(S(=O)(=O)N(C)Cc4ccccc4)cc3)nc2c1 | 6 | 19 | -44 | 11 | 4 | -2.0 | -10 | -5 | -6 | -11 | 10
Cc1c(CCO)c(=O)n(C)n1C(=O)c1ccc(F)cc1 | 4 | 2 | -29 | -9 | -8 | 0.5 | 10 | -7 | -21 | 5 | -9
COCCCNC(=O)CCn1c(=O)c2ccccc2n(Cc2cccc([N+](=O)[O-])c2)c1=O | 0 | 3 | 1 | 9 | 2 | -2.0 | -7 | 2 | -1 | -2 | 8
CC(=O)Oc1ccc(C23c4ccccc4C2(OC(C)=O)c2cc(OC(C)=O)ccc23)cc1 (configuration not stated) | -2 | 99* | 39 | 12 | -4 | 1.3 | 20 | 8 | -14 | 10 | -1
CCn1c(SCC(=O)N/N=C/c2ccc(OC)c(OC)c2)nc2ccccc21 | 1 | -6 | -12 | -1 | -2 | 0.5 | -16 | -6 | 3 | 16 | -7
CC(=O)N/N=C/c1c(C)[nH]n(-c2ccccc2)c1=O | 5 | -15 | -9 | -8 | -1 | -0.5 | 11 | -7 | 8 | -16 | 6
CCOc1ccc(CCNC(=O)c2ccc3c(=O)n4c(nc3c2)CCCCC4)cc1 | 2 | -3 | 8 | -6 | 2 | -3.3 | -3 | -26 | 6 | 0 | 5
CCOC(=O)c1ccc(NC(=S)N2CCSC2c2ccc(Br)cc2)cc1 (configuration not stated) | -9 | -22 | -32 | -6 | 5 | -1.1 | 4 | 2 | -9 | 4 | 8
CCc1cc(C(=O)c2ccccc2)c(N)s1 | 2 | -6 | 10 | 4 | -1 | -0.1 | -18 | -10 | 4 | -4 | -15
Nc1nonc1C(=O)NCCNCc1ccccc1 | 3 | 1 | 17 | 2 | -5 | -0.5 | 2 | -42 | 5 | -5 | 21
CCNc1nc(NC(C)C)nc(OCC)n1 | 14 | 0 | -3 | -12 | -4 | 0.7 | 9 | 8 | 6 | -2 | 10
Cc1nnsc1S(=O)(=O)Cc1ccccc1C(F)(F)F | 4 | -9 | -4 | -1 | -8 | -1.9 | -8 | -25 | -27 | 11 | 8
Nc1nc2c(ncn2-c2ccccc2)c(=O)[nH]1 | 10 | -2 | -1 | -15 | 3 | 0.6 | -7 | -13 | 11 | -18 | -3
CS(=O)(=O)N(CC(=O)N1CCCCCC1)c1ccccc1 | -3 | 2 | 14 | -1 | 5 | -0.4 | 21 | 6 | -13 | 3 | 21
Cc1nnc(N2C(=O)c3oc4ccccc4c(=O)c3C2c2ccco2)s1 (configuration not stated) | 16 | 3 | -17 | -9 | -5 | -0.6 | 3 | -2 | -10 | -4 | 5
CC(/C=N/NC(=O)c1nnn(-c2nonc2N)c1C(C)C)=C\c1ccccc1 | -3 | 3 | -63 | 2 | 6 | 3.6 | -22 | -22 | -25 | 3 | -14
COc1ccc(C(=O)Nc2cccc(-c3csc(C)n3)c2)cc1S(=O)(=O)N1CCCC1 | 7 | -4 | 4 | -8 | 2 | -2.6 | 21 | 6 | -12 | -7 | -9
CCC(=O)N(C)C[C@@H]1Oc2ncc(Br)cc2C(=O)N([C@@H](C)CO)C[C@H]1C | 8 | -4 | 4 | -10 | 1 | -1.9 | -5 | 10 | 2 | 3 | 9
CCCOc1ccc(F)cc1-c1cc(C(=O)NCc2cc(C(F)(F)F)cc(C(F)(F)F)c2)[nH]n1 | 5 | -3 | -2 | 9 | . | 1.7 | . | . | 11 | . | -1
CCOC(=O)CNC(=O)c1ccc(Br)s1 | 15 | -3 | -5 | -11 | -6 | -0.8 | 20 | 21 | 6 | 4 | 21
CNC(=S)N/N=C/c1cn(Cc2ccc(C)cc2)c2ccccc12 | -8 | -6 | 47 | 8 | -7 | 2.4 | -13 | -24 | 14 | -29 | 6
COc1ccccc1-c1noc2ncnc(Nc3ccccc3C)c12 | -9 | 4 | -8 | -7 | 6 | -0.5 | -7 | -7 | 9 | -5 | 15

Part of the list above, reduced to MC4R antag cAMP.
SMILES | MC4R antag cAMP
O=C(N/C(=C/c1ccc(Br)cc1)C(=O)N1CCCCC1)c1ccccc1F | 4
NC(c1csc(NC(=O)Nc2ccccc2Cl)n1)C1CCCCC1 (configuration not stated) | 13

Of the compounds above, 5 have two or more sulfur atoms.
SMILES | MC4R antag cAMP | ABHD5-PLIN5 inh | NR5A2 inv ag | NOD2-RIPK2 inh | TLR9-MyD88 inh | MC4R ag barr | COUP-TFII inh | NCOA2 inhibitor | SRC1 inh | EBV LMP1 NFkB | SRC3 inh
NS(=O)(=O)c1ccc(CNC(=O)CCSCCC(=O)NCc2ccc(S(N)(=O)=O)cc2)cc1 | 13 | -5 | -10 | -6 | -13 | -2.4 | -17 | 15 | -8 | 1 | -1
COc1ccc2sc(N(CCCN(C)C)C(=O)c3ccc(S(=O)(=O)N(C)Cc4ccccc4)cc3)nc2c1 | 6 | 19 | -44 | 11 | 4 | -2.0 | -10 | -5 | -6 | -11 | 10
CCOC(=O)c1ccc(NC(=S)N2CCSC2c2ccc(Br)cc2)cc1 (configuration not stated) | -9 | -22 | -32 | -6 | 5 | -1.1 | 4 | 2 | -9 | 4 | 8
Cc1nnsc1S(=O)(=O)Cc1ccccc1C(F)(F)F | 4 | -9 | -4 | -1 | -8 | -1.9 | -8 | -25 | -27 | 11 | 8
COc1ccc(C(=O)Nc2cccc(-c3csc(C)n3)c2)cc1S(=O)(=O)N1CCCC1 | 7 | -4 | 4 | -8 | 2 | -2.6 | 21 | 6 | -12 | -7 | -9

Shown as a hit in ABHD5-PLIN5 inh, of those listed so far:
SMILES | MC4R antag cAMP | ABHD5-PLIN5 inh | NR5A2 inv ag | NOD2-RIPK2 inh | TLR9-MyD88 inh | MC4R ag barr | COUP-TFII inh | NCOA2 inhibitor | SRC1 inh | EBV LMP1 NFkB | SRC3 inh
CC(=O)Oc1ccc(C23c4ccccc4C2(OC(C)=O)c2cc(OC(C)=O)ccc23)cc1 (configuration not stated) | -2 | 99* | 39 | 12 | -4 | 1.3 | 20 | 8 | -14 | 10 | -1

Next structures:
SMILES | MC4R antag cAMP | ABHD5-PLIN5 inh | NR5A2 inv ag | NOD2-RIPK2 inh | TLR9-MyD88 inh | MC4R ag barr | COUP-TFII inh | NCOA2 inhibitor | SRC1 inh | EBV LMP1 NFkB | SRC3 inh
CC[C@@]1(C(=O)OC)N[C@H](CN(C)C(=O)Nc2ccc(F)cc2)[C@@H]2C(=O)N(Cc3ccccc3)C(=O)[C@@H]21 | 15 | 0 | 17 | 5 | -13 | 0.7 | 6 | -20 | 3 | -3 | 6
COc1ccc(Cc2c(-c3cccc(Br)c3)nc3c(C)cc(Br)cn23)c(C)c1 | . | 0 | -16 | 5 | . | . | 1 | -13 | -7 | . | 2
O=C(c1cc(-c2ccncc2)nc2c(Cl)cccc12)N1CCN(c2ccccc2F)CC1 | -22 | 1 | 25 | 10 | 0 | -4.4 | -25 | 14 | 6 | -3 | 9
O=C(NC1CCCCC1)c1sc(N2CCOCC2)nc1-c1ccccc1 | 3 | -3 | 3 | -4 | -6 | -2.7 | -5 | 6 | -11 | 5 | 6
O=C(O)CCC(=O)N1N=C(c2cccs2)CC1c1cn(-c2ccccc2)nc1-c1ccccc1 (configuration not stated) | 0 | 13 | -2 | -10 | 0 | -0.7 | 4 | 1 | 15 | -14 | -7
COc1ccc(OCCNC(=O)/C=C/c2ccccc2)cc1 | -8 | 9 | 0 | 7 | -8 | -1.1 | -11 | -30 | 1 | -12 | 0
CC(C)c1ccccc1OCCNC(=O)c1cncc(Br)c1 | 0 | 2 | -20 | 1 | -3 | 1.2 | 11 | 14 | -17 | 11 | 4
Cc1cnc(CN(C)C(=O)CC2C(=O)NCCN2CCCc2ccccc2)[nH]1 (configuration not stated) | 2 | 4 | -8 | 5 | -7 | -3.7 | 8 | 20 | 0 | -5 | 19

High-throughput results from PubChem.
